Bioassay records deposited in PubChem BioAssay by Broad Institute.
Xi reactivation: reactivates the inactive X chromosome in mouse fibroblasts | XiGFP mouse fibroblasts, % GFP-positive cells imaging, 3 d; cells co-treated with 5-aza-dC sensitizer; scaled so ellipticine positive control = 100% | activation, % at 7.58 µM | hit rate 0.055% among 360,000 | AID 743238;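 active = mean normalized replicate activation at least 10% and every replicate at or above 10%; inconclusive = only one of the two criteria met; inactive = mean below 10% and not all replicates reach 10%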;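 also: 0% = median of on-plate neutral control wells and 100% = ellipticine 6 µM median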
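System: 68-5-11 XiGFP fibroblast line | Buffer or medium: DMEM containing 5-aza-dC | Compound: Single point | Times: Compounds 3 days, fix/stain 15 min at room temperature | Benchmarks: Positive control ellipticine, 6 µM final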
RAD52 anneal inh: RAD52 (human) annealing inhibition. recombinant RAD52 DNA annealing, FRET fluorescence. inhibition, % at 18.7 µM. hit rate 0.46% among 360,000. AID 651710;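 active = every replicate showing at least 50% inhibition; inconclusive = mean inhibition at least 50% but not in every replicate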
S100A4 inh HTS: inhibitors of human S100A4 binding to myosin IIA peptide | S100A4/TAMRA-MyoIIA peptide fluorescence polarization | inhibition, % at 10.7 µM | hit rate 0.14% among 360,000 | AID 652163;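 active = mean inhibition of at least 70% across replicates, with every replicate also reaching that level; inconclusive = mean inhibition reaches 70% but some replicates fall short; inactive = mean inhibition below 70%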
Target sequence (P26447 whole entry, looked up): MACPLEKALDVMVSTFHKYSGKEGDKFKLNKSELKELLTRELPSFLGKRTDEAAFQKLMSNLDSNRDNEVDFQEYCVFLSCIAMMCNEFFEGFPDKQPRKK
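Material: S100A4 monomer protein / Buffer or medium: 50 mM HEPES pH 7.2, 10 mM CaCl2, 100 mM KCl / Times: 5 min incubation before reading / Benchmarks: neutral control DMSO, positive control TFP / Reagent: labelled myosin peptide probe, 5 nM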
EWS-Fli inh: EWS/Fli transcriptional activity inhibition; hit rate 0.67% among 350,000; inhibition, % at 12.6 µM; A673 NR0B1-luciferase reporter, viability-normalised;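 active = mean inhibition of at least 50% after viability correction, with every replicate also passing that limit; inconclusive = mean reaches 50% but only one of two replicates passes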;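 also: firefly luciferase signal divided by Alamar Blue viability fluorescence both relative to DMSO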
FN deposition inh: fibronectin deposition inhibition; AH1F fibroblasts, Alexa488-fibronectin deposition fluorescence, overnight; inhibition, % at 12.6 µM; hit rate 0.086% among 350,000; AID 743247;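 active = mean inhibition across replicates of 30% or more, regardless of how many single replicates reach that level; inconclusive = mean under 30% yet at least half of replicates reach 30%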;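 also: positive control wells lacked labelled fibronectin entirely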
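Test system: AH1F fibroblast monolayer depositing Alexa488-labelled fibronectin into matrix. Input: 10000 cells per well. Technique: fluorescence, ex 485 nm, em 525 nm. Buffer or medium: DMEM plus 2% serum, read in PBS. Timing: 1 h cell adhesion before compound, then overnight fibronectin incubation. Compound: single dose, pinned. Read-out basis: inhibition from reduced deposited-fibronectin fluorescence.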
esBAF inh: blocks esBAF chromatin remodeling in mouse ES cells | reporter increase, % at 12.5 µM | Bmi1-luciferase knock-in reporter, 24 h; 100% = twice the neutral-well signal | hit rate 2% among 350,000; in the data active = activation above about 40%; inconclusive = no clear call, values can overlap the other calls;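 also: 0% = median of the plate's neutral control wells and 100% = double that signal; a rise in the Bmi1 reporter signal indicates esBAF inhibition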
RAD54 branch: blocks human RAD54 Holliday junction branch migration. hit rate 0.14% among 360,000. Q92698. FAM/BHQ fluorescence. inhibition, % at 10.4 µM;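 active = mean normalized replicate activity at least 40 and at least half of replicates scoring 40 or more; inconclusive = only one of the two criteria met; inactive = mean below 40 and under half of replicates reaching 40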;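 also: 0% = median of neutral control wells and 100% = median of positive control wells; inhibitors cause a drop in the FAM fluorescence signal; in these data hits start at about 50%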
E-sel inducer: induces E-selectin expression in human endothelial cells; HUVEC E-selectin immunofluorescence imaging; normalized: neutral wells 0, TNF-alpha wells 100; activation, % at 7.58 µM; hit rate 0.37% among 260,000;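 active = mean E-selectin-positive cell signal at least 10% of the positive control, reached in at least 60% of replicates, without over 20% cell loss; inconclusive = no rule given, readout overlaps actives, possibly toxicity-flagged; inactive = the rest, including those meeting only one limit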;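 also: in these data hits start at about 27%; measured in HUVEC primary endothelial cells; signal is the percent of cells scored E-selectin positive by PE staining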
Target sequence (P16581 whole entry, looked up): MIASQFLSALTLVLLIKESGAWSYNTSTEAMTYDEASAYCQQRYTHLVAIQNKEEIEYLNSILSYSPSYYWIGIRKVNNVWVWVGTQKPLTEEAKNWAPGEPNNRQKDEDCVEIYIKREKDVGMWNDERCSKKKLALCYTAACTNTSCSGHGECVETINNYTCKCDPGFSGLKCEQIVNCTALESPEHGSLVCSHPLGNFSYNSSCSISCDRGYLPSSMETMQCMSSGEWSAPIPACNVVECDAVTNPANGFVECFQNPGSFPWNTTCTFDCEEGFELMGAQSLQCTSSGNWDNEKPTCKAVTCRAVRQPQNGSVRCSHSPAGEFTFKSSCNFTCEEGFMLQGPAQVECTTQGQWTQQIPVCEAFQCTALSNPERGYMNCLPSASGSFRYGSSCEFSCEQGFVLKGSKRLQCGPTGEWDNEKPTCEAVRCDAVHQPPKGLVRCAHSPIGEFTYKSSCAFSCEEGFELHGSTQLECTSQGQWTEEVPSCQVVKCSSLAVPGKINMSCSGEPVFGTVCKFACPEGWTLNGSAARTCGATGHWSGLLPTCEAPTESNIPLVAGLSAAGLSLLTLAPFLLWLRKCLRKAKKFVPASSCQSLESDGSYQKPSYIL
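Test system: HUVEC; input: 3,000 HUVEC/well; measured by: immunofluorescence imaging; read-out: % PE-positive cells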
The depositor's hits bear a star; ? = inconclusive; nt = not tested or not shown; & = joins results of further samples; ! = not active in a repeat.

SMILES	Xi reactivation	RAD52 anneal inh	S100A4 inh HTS	EWS-Fli inh	FN deposition inh	esBAF inh	RAD54 branch	E-sel inducer
O=C(Nc1ccc(Cn2ccnc2)cc1)c1cccc(C(F)(F)F)c1	0.0	-11	-4	2	1	12	0	nt
CS(=O)(=O)N1CCN(c2ccc([N+](=O)[O-])c(NCc3cccnc3)c2)CC1	0.3	-10	-10	6	7	nt	nt	nt
Cc1cccc(NC(=O)CSCC(=O)Nc2ccccc2C(=O)N2CCCCC2)c1	0.1	0	-5	-16	-4	11	-4	0.1
O=C(NCc1ccc(F)cc1)C1CCC(CNS(=O)(=O)c2ccccc2)CC1 (stereo not given)	0.0	-11	-2	11	2	3	2	0.4
O=C(Cc1ccncc1)NCC[C@H]1CC[C@H](NC(=O)C2CCCC2)[C@@H](CO)O1	0.0	-31	3	-9	-5	0	0	-0.1
CN1c2ccc(-c3ccccc3)cc2[C@H]2[C@H](CCN2C(=O)NC2CCCC2)[C@@H]1CO	-0.1	nt	nt	-9	-3	2	-3	0.2
O=C(Nc1ccc(F)c(Cl)c1)c1ccc2c(c1)OCO2	0.1	7	3	-124	-3	55*	2	0.6
OC[C@@H]1[C@H](c2ccc(-c3ccc(F)cc3)cc2)[C@H]2CN(Cc3ccncc3)CCCCN12	0.3	-14	8	10	nt	-2	0	0.5
CO[C@@H]1CN(C)C(=O)c2ccc(NC(=O)CC(F)(F)F)cc2OC[C@H](C)N(C(C)=O)C[C@@H]1C	0.0	-38	-24	-4	-3	nt	nt	-0.1
CCCNC(=O)N1C[C@@H](O)COC[C@H]2O[C@H](CC(=O)NCCCN3CCOCC3)CC[C@@H]21	0.2	10	0	-8	-6	-9	-3	-0.1
CCOc1ccc(CN(C)CC(=O)Nc2cc(C)c(C)cc2[N+](=O)[O-])cc1	0.0	8	-4	-5	10	28	10	-0.1
Cc1ccccc1Sc1ncccc1[N+](=O)[O-]	0.4	5	1	2	4	nt	nt	7.0
O=S(=O)(c1cccnc1)N1CCn2cccc2C1c1ccccc1F (stereo not given)	0.2	-13	-3	2	-1	-5	-1	6.1
COc1ccc(-c2cn(-c3ccc(C)c(C)c3)c(=S)[nH]2)cc1OC	0.0	-15	1	1	-7	8	4	nt
COc1cc2c(cc1OC)CN(C(=O)c1ccncc1)CC2	0.0	-6	-4	24	4	-3	-24	-1.7
CCOC(=O)C1CCCN(C(=O)c2cc(S(=O)(=O)N3CCCCC3)ccc2Cl)C1 (stereo not given)	-0.1	-2	0	6	-13	-6	8	nt
O=C(Nc1ccccc1N1CCCC1)c1ccccc1F	0.5	-7	-2	8	-12	4	1	nt
CCCCN1CC(COCc2ccccc2)Oc2cccc(Oc3cc(C)c(C)c(C)c3)c2S1(=O)=O (stereo not given)	-0.1	7	0	17	5	0	5	0.0
CNC(=O)CC12CC3CC(CC(C3)C1)C2	nt	-19	2	-7	nt	8	2	nt
O=C(CCN1CCC(c2ccccc2)C1)c1ccccc1 (stereo not given)	nt	-8	-1	-4	nt	-5	-1	nt
Cc1cc(NC(=O)CSc2nnc(-c3cccnc3)n2Cc2ccccc2)no1	0.1	-29	-4	-6	4	-2	1	-0.1
O=S1(=O)CCC(NC(=S)N2CCCCCC2)C1 (stereo not given)	0.7	nt	nt	nt	1	0	4	nt
CO[C@@H]1CN(C)C(=O)c2ccc(NC(=O)C3CCCC3)cc2OC[C@H](C)N(CC2CC2)C[C@@H]1C	-0.1	9	7	7	-16	5	-11	-0.1
C[C@H]1CCCCO[C@H](CN(C)C(=O)Nc2ccc(F)cc2)[C@@H](C)CN([C@@H](C)CO)C(=O)c2cc(NC(=O)Nc3ccc4c(c3)OCO4)ccc2O1	0.2&-0.2	-14&26	-9&-20	16&-57	-8	51*!	0&11	nt
O=C(C1CCOCC1)N1CC(=O)N2[C@@H](CO)[C@H](c3ccc(C#CC4CCCCC4)cc3)[C@@H]2C1	0.1	10	-2	23	-20	nt	nt	0.3

Grouped by structure, the entries above with a Cl atom
SMILES	Xi reactivation	RAD52 anneal inh	S100A4 inh HTS	EWS-Fli inh	FN deposition inh	esBAF inh	RAD54 branch	E-sel inducer
O=C(Nc1ccc(F)c(Cl)c1)c1ccc2c(c1)OCO2	0.1	7	3	-124	-3	55*	2	0.6
CCOC(=O)C1CCCN(C(=O)c2cc(S(=O)(=O)N3CCCCC3)ccc2Cl)C1 (stereo not given)	-0.1	-2	0	6	-13	-6	8	nt

Next records
SMILES	Xi reactivation	RAD52 anneal inh	S100A4 inh HTS	EWS-Fli inh	FN deposition inh	esBAF inh	RAD54 branch	E-sel inducer
FCCCOc1ccc(-c2ccnc3ncnn23)cc1	0.1	8	-2	-7	8	-11	-2	-2.1
Cc1ccc(C)c(N2CCN(c3nc4ccccc4c(=O)n3Cc3ccccc3)CC2)c1	0.1	-25	-1	5	6	-13	0	2.2
COc1cccc(/C=C2/SC(=S)N(CC(=O)NNC(=O)c3ccccc3O)C2=O)c1	0.4	-7	6	8	0	-4	-7	0.3
CCOC(=O)c1ccc(NC(=O)COc2ccccc2CNCCO)cc1	0.0	8	-5	13	-19	nt	nt	0.2
CC1CCCCC1NC(=O)c1cc2ccccc2o1 (stereo not given)	0.0	-13	-1	-19	-4	nt	nt	0.0
O=C(NN1CCN(Cc2ccccc2Cl)CC1)c1ccc(Br)cc1	0.2	-9	-4	14	4	0	-4	nt
Cc1ccc(-c2cnc3c(c2)C(=O)N([C@@H](C)CO)C[C@@H](C)[C@H](CN(C)C(=O)c2ccccc2)O3)cc1	0.1	14	3	-3	6	0	-9	0.2
COc1cc(CCC(=O)Nc2sccc2C#N)cc(OC)c1OC	0.3	-15	-4	3	1	4	-6	0.0
CC(=O)Nc1ccc(S(=O)(=O)NCC2CC3CCC2C3)cc1 (stereo not given)	0.0	0	-3	10	4	-9	0	nt
C[C@@H]1CN([C@H](C)CO)C(=O)c2cccc(NC(=O)CCCCCC(=O)Nc3ccccc3N)c2O[C@@H]1CN(C)Cc1ccc2c(c1)OCO2	-0.1	1	-7	6	nt	nt	nt	1.5
COc1cccc(C(=O)N2CCC(n3nccc3NC(=O)C(OC)c3ccccc3)CC2)c1 (stereo not given)	0.2	-5	-1	nt	-8	6	10	nt
CC(=O)/C(=C(/O)c1ccccc1)c1nc2ccccc2[nH]1	0.1	-9	-2	-23	-6	37	-8	6.3
CCN(CC)C(=O)CSc1ncnc2sccc12	0.1	-10	0	-3	-6	nt	nt	1.1
CC(C)CC#Cc1ccc([C@@H]2[C@H]3CN(C(=O)c4cccc(F)c4)CC(=O)N3[C@H]2CO)cc1	0.1	-6	?	-4	0	nt	nt	-0.1
CC(C)c1cn(CC[C@H]2CC[C@@H](NC(=O)C3CCCCC3)[C@H](CO)O2)nn1	0.4	10	-22	9	-7	0	3	0.0
COc1c(C)cc(C(O)c2ncc(-c3cccc(C(F)(F)F)c3)[nH]2)cc1C (stereo not given)	0.5	-11	-7	9	nt	-3	4	0.2
CCCCC[C@H](C)N1C[C@H](COCc2ccccc2)Oc2cc(N3CC[C@H](N(C)C)C3)ccc2S1(=O)=O	0.0	46	-1	29	nt	nt	nt	0.9
CNC[C@H]1Oc2cc(C#Cc3ccncc3)ccc2S(=O)(=O)N([C@@H](C)CO)C[C@H]1C	0.0	-38	-7	-3	-11	4	-2	-0.7
C/C=C/c1ccc([C@H]2[C@@H](CO)N(C(=O)Nc3ccccc3F)[C@H]2C#N)cc1	-0.1	-27	89*	-13	10	-3	11	1.2
CNC(=O)c1ccc2cc(OC)c(OC)cc2c1	-0.1	-1	0	-9	0	7	-12	0.9
COc1ccc(C(CNC(=O)c2ccc(OCc3csc(C)n3)cc2)N2CCCC2)cc1 (stereo not given)	0.4	-58	-5	0	15	6	-1	0.1
CO[C@@H](CN(C)C(=O)Nc1ccc(C(F)(F)F)cc1)[C@@H](C)CN(Cc1ccccc1Cl)[C@@H](C)CO	0.0	-4	1	12	-1	-3	5	0.2
O=C(CC(F)(F)F)N1C[C@H]2[C@@H](c3ccccc31)[C@H](CO)N2C(=O)C1CCCCC1	0.0	-10	-2	2	-1	4	-4	-0.1
N#C/C(=C\c1ccc[nH]1)C(=O)N1CCCCC1	0.2	4	5	-28	-6	nt	2	1.3
CC(C)Cn1c(SCC(=O)N2CCN(S(=O)(=O)c3ccccc3)CC2)nc2ccccc21	nt	6	0	nt	1	5	0	nt

One compound at a time, from the list above.
COc1cc(CCC(=O)Nc2sccc2C#N)cc(OC)c1OC across the screens: Xi reactivation = 0.3; RAD52 anneal inh = -15; S100A4 inh HTS = -4; EWS-Fli inh = 3; FN deposition inh = 1; esBAF inh = 4; RAD54 branch = -6; E-sel inducer = 0.0
Cc1cc(NC(=O)CSc2nnc(-c3cccnc3)n2Cc2ccccc2)no1 across the screens: Xi reactivation = 0.1; RAD52 anneal inh = -29; S100A4 inh HTS = -4; EWS-Fli inh = -6; FN deposition inh = 4; esBAF inh = -2; RAD54 branch = 1; E-sel inducer = -0.1

More compounds follow:
SMILES	Xi reactivation	RAD52 anneal inh	S100A4 inh HTS	EWS-Fli inh	FN deposition inh	esBAF inh	RAD54 branch	E-sel inducer
O=C(Nc1cccnc1)c1cc(-c2cccc(Br)c2)nc2ccccc12	0.3	-18	3	10	nt	11	-1	0.2
C[C@H](CO)N1C[C@H](C)[C@H](CN(C)C(=O)Nc2ccc(C(F)(F)F)cc2)OCCCC[C@H](C)Oc2ccc(NC(=O)Nc3cccc4ccccc34)cc2C1=O	0.2	-15	-6	-8	-6	6	3	0.4
O=C(NCc1ccco1)c1ccc2sc([C@@H]3O[C@H](CO)[C@H](O)[C@H](O)[C@H]3O)nc2c1	0.0	-17	-4	-6	2	-4	-4	-0.2
Cc1cc(NC(=O)CCC(=O)N(CC(=O)NC2CCCC2)c2ccc(Cl)c(Cl)c2)no1	0.2	-16	-3	6	-2	4	-7	0.3
COc1ccc(CC(=O)N2CCN(S(=O)(=O)c3ccc(Cl)s3)CC2)cc1	0.0	0	-12	5	7	5	-11	-1.7
O=c1c2ccccc2nnn1Cc1ccc(Br)cc1	0.1	-7	-31	2	nt	2	6	nt
CCOC(=O)N(C)C[C@H]1OCc2ccccc2-c2ccccc2C(=O)N([C@H](C)CO)C[C@@H]1C	0.3	2	-7	-4	3	-4	-6	0.0
CC1CCC(NC(=O)CC(NC(N)=O)c2ccccc2Cl)CC1 (stereo not given)	0.1	-3	8	-10	5	23	6	-0.1

Entries above printed as active in esBAF inh.
canonical_smiles,RAD52 anneal inh,S100A4 inh HTS,esBAF inh
O=C(Nc1ccc(F)c(Cl)c1)c1ccc2c(c1)OCO2,7,3,55*
C[C@H]1CCCCO[C@H](CN(C)C(=O)Nc2ccc(F)cc2)[C@@H](C)CN([C@@H](C)CO)C(=O)c2cc(NC(=O)Nc3ccc4c(c3)OCO4)ccc2O1,-14&26,-9&-20,51*!
